# Bioassay records as filed in PubChem BioAssay.
# Granule exo inh – LAMP-1 surface exposure blockers, TALL-104 cells – cell-based, flow cytometry, MLPCN library, primary screen. TALL-104 LAMP-1 surface exposure; cells stimulated with thapsigargin and PMA. AID 651702, 2012. hit rate 0.66% among 360,000. inhibition, % at 10 µM;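 active = inhibition above about 55%, limit read from the data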
# MC4R antagonist – MC4R antagonists of cAMP signaling, primary screen, cell-based, TR-FRET, antagonist arm of biased-ligand search; MC4R-expressing cells, MTII-stimulated cAMP, LANCE TR-FRET; inhibition, % at 6.5 µM; hit rate 0.48% among 360,000; AID 540295, 2011;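 active = inhibition above its plate's cutoff, the mean of tested wells on that plate plus 3 SD, cut at about 29% in these data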;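 also: 0% = Melanotan II alone and 100% = Melanotan II plus saturating MCL0020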
# Target sequence (P32245 whole entry, looked up): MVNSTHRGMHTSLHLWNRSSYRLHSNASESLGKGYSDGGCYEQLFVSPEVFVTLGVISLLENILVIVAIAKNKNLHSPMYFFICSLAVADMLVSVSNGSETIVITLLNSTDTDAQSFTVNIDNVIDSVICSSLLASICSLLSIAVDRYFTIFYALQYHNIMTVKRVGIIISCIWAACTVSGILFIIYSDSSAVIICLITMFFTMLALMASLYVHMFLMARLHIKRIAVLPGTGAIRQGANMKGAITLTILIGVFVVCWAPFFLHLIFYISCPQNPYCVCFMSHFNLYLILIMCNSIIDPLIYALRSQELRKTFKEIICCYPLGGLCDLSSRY
#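 system = U2OS cells with stable human MC4R expression | also added = Melanotan II challenge after compound preincubation | dosing = one concentration, 6.5 µM nominal | incubation = compound 30 min, challenge 1 h, detection 1 h | measured by = TR-FRET with Eu-cAMP and labeled anti-cAMP, 671 nm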
# Glyco luc inh – increase of ERlucT glycosylation luciferase signal, primary screen, N-linked glycosylation inhibitor project, D54 ERlucT cells, luminescence, set 2. hit rate 0.23% among 360,000. reporter increase, % at 12.5 µM. AID 588692, 2011. D54 ERlucT glycosylation luciferase reporter, 24 h; percent of 100 nM tunicamycin response;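 active = mean luciferase reporter signal, scaled so untreated is 0 and the glycosylation-blocking control 100, at or above a set limit in every replicate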;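 also: luciferase carries N-glycosylation sites so blocking glycosylation raises the light; 0% = median of neutral control wells and 100% = median of 100 nM tunicamycin wells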
# MC4R barr agon – MC4R agonists recruiting beta-arrestin, primary screen, cell-based, luminescence, agonist arm of biased-ligand search; Melanocortin receptor 4 (Homo sapiens), P32245; U2OS MC4R beta-arrestin complementation; percent of melanotan II response, DMSO zero; activation, % at 8.9 µM; hit rate 0.98% among 360,000; AID 540308, 2011;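 active = activation above a per-plate cutoff, the mean activation of sample wells on that plate plus 3 SD, cut at about 8% in these data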
# ABHD5 PLIN5 PPI – ABHD5-PLIN5 interaction inhibitors, primary screen, cell lysate, split luciferase complementation, luminescence; hit rate 0.78% among 360,000; Split G. princeps luciferase complementation, 4 h; inhibition, % at 4 µM;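 active = inhibition above the mean inhibition across every tested compound plus 3 SD, cut at about 22% in these data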;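 also: 0% = DMSO only wells and the 100% control is not disclosed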
# CaV13 FRET inh – Disruptors of the CACNA1D IQ motif to Ca2+-dependent inactivation inhibitor domain association, primary screening, Förster resonance energy transfer in intact living …; HEK cells, CFP/YFP FRET ICDI-IQ, plate reader, 10 min; percent FRET-ratio fall versus neutral wells; inhibition, % at 12.3 µM; hit rate 0.098% among 340,000; AID 743397;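 active = mean replicate inhibition of at least 30% and at least 1% of replicates passing that level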;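 also: 0% = median of the neutral control wells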
# HTR2A ag – mouse Htr2a agonists via beta-arrestin recruitment, primary screen, cell-based, luminescence. hit rate 0.66% among 360,000. AID 624169, 2012. activation, % at 7.6 µM. CHO-K1 mHTR2A beta-arrestin complementation; percent of 30 µM serotonin response;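 active = activation above a run cutoff, the mean activation of all tested compounds plus 3 SD, cut at about 14% in these data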;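 also: 0% = plate median of compound wells and 100% = 30 µM serotonin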
# Target sequence (P35363 whole entry, looked up): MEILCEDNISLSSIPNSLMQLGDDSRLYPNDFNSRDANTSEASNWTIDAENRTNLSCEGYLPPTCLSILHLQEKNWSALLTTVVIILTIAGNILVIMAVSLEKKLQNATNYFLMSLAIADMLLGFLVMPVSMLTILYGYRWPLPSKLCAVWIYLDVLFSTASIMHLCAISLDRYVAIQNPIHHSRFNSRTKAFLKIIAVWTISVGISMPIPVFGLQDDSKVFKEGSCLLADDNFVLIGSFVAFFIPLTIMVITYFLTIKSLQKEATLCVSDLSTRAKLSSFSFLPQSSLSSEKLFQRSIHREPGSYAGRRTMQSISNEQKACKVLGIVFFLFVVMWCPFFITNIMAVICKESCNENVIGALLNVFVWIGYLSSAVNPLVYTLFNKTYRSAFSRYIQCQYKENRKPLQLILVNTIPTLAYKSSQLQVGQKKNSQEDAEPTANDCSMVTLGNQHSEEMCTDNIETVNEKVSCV
# Cardio protect – cardioprotection against H2O2-induced cell death, primary screen, uHTS, H9c2 cells, ATPLite luminescence | hit rate 0.63% among 360,000 | protection from H2O2 cell death, % at 20 µM | AID 588492, 2011 | H9c2 cardiomyocytes, H2O2 injury protection, 2 h;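 active = compounds giving at least 50% protection of heart cells from peroxide-induced death in the single-dose screen, raw or plate-pattern-corrected value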;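 also: 0% = DMSO wells with peroxide and 100% = DMSO wells without peroxide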
# PDI turbidity – inhibitors of human PDI, primary screen, biochemical, turbidity, single point, plate reader; PDI insulin aggregation turbidity, A650, 90 min; inhibition, % at 10 µM; hit rate 0.052% among 350,000; AID 588391, 2011;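 active = mean inhibition across replicates of 30% or more, whatever share of single replicates reach that level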;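 also: absorbance from insulin aggregation driven by PDI reduction with DTT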
# ABCB6 inh MLPCN – ABCB6 transporter inhibitors, primary screen, K562-ABCB6 cells, flow cytometry, MLPCN library; hit rate 0.19% among 360,000; fluorescence ratio to DMSO, % at 10 µM; ATP-binding cassette sub-family B member 6 (Homo sapiens), Q9NP58; K562-ABCB6 porphyrin accumulation, 1 h; active compounds read low; AID 602162, 2011;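 active = fluorescence ratio to DMSO below 75%, the collection mean minus 3 SD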;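 also: signal is porphyrin accumulated inside mitochondria; 100% equals median channel fluorescence of DMSO control wells; lower ratio means ABCB6 inhibition with less porphyrin fluorescence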
# Active calls of the source: *; x = no result given.
# Value order – Granule exo inh | MC4R antagonist | Glyco luc inh | MC4R barr agon | ABHD5 PLIN5 PPI | CaV13 FRET inh | HTR2A ag | Cardio protect | PDI turbidity | ABCB6 inh MLPCN
1	O=S(=O)(Nc1cccc2ncccc12)c1cccc(C(F)(F)F)c1
 : -1 | 3 | 2 | -1.8 | -13 | -3 | -3 | -4 | 10 | 92
2	Cc1cccc(Cn2ccc(-c3ccc(Cl)cc3)c(C#N)c2=O)c1
 : -3 | -3 | 2 | 4.3 | 4 | 1 | 1 | 4 | 0 | 100
3	CCN(CC)C(=O)[C@H]1C[C@H](CC(=O)NC/C=C(\C)CCC=C(C)C)C(=O)N2CCc3c([nH]c4cc(-c5ccco5)ccc34)[C@]12C
 : 29 | -1 | -3 | -0.1 | 10 | -6 | -1 | -16 | 21 | 97
4	COc1ccc(OC)c(NC(=O)NNC(=O)COc2ccc(-c3ccccc3)cc2)c1
 : 2 | 5 | 1 | 0.6 | 0 | -3 | 1 | -3 | 0 | 90
5	COc1cc([N+](=O)[O-])c2nccnc2c1
 : -2 | -1 | 1 | -0.5 | 0 | 4 | 5 | 0 | -7 | 97
6	O=C1NCCCc2c1no[n+]2[O-]
 : -2 | 2 | 1 | -0.2 | 0 | -6 | 7 | 9 | 3 | 102
7	Cn1nc(-c2ccccc2)cc1NC(=O)c1cccs1
 : -9 | -13 | -2 | -1.3 | 7 | -4 | -2 | -1 | -11 | 98
8	O=C(CCn1cnc2ccccc2c1=O)Nc1ccc(S(=O)(=O)N2CCCC2)cc1
 : 4 | 1 | 1 | -1.1 | -3 | -5 | 4 | 5 | 11 | 98
9	CC1CCc2nc(N)c(C#N)c(-c3ccncc3)c2C1 (centres undefined)
 : -5 | -4 | 4 | -0.2 | 8 | -8 | 7 | 0 | 2 | 93
10	Clc1ccc(-c2nc3c4ccccc4ccn3c2CC2CCCCC2)cc1
 : -3 | x | x | x | 2 | -4 | 0 | x | x | 125
11	COc1ccc(C=NNc2ccc([N+](=O)[O-])cn2)cc1
 : 3 | 2 | -8 | -0.3 | -5 | -10 | 0 | -7 | -11 | 101
12	C=CCNC(=S)Nc1sc2c(c1C(=O)OCC)CC(C)(CC)OC2 (centres undefined)
 : -4 | 17 | 3 | 1.9 | -14 | 3 | 6 | -3 | 7 | 97
13	COc1ccc(-c2nn(-c3ccccc3)cc2C(=O)N2CCN(S(=O)(=O)c3ccccc3[N+](=O)[O-])CC2)cc1
 : -4 | 10 | -3 | -2.8 | -4 | -6 | -3 | 1 | -1 | 100
14	O=C(N/N=C/C1C(c2ccccc2)C1(Cl)Cl)c1cccc(Cl)c1 (centres undefined)
 : 10 | 13 | 1 | 4.2 | -7 | -6 | -7 | 7 | -2 | 99
15	O=C(O)CSCC(=O)Nc1cccc2ccccc12
 : -1 | -8 | 2 | -2.1 | 3 | -8 | 0 | 5 | -13 | 104
16	Cc1ccc(NC(=O)C2CCCN2S(=O)(=O)c2cccc3cccnc23)c(C)c1 (centres undefined)
 : -1 | -2 | 3 | -0.7 | 9 | -5 | 6 | -7 | 5 | 94
17	CCN(CC)C(=S)Nc1ccc(C(=O)OC)cc1
 : 0 | 7 | 2 | -3.5 | -9 | -2 | -3 | 2 | -3 | 101
18	CC(C)C(NC(=O)c1ccco1)C(=O)OCC(=O)NCCc1ccccc1 (centres undefined)
 : -3 | 1 | 1 | 0.1 | 1 | -19 | 0 | 8 | 9 | 99
19	CC1CCC(NC(=O)COC(=O)C2=NN(c3ccccc3)C(=O)CC2)CC1 (centres undefined)
 : 14 | 2 | 3 | -0.1 | -7 | -2 | -3 | 5 | 1 | 96
20	NC(=O)C1CCN(Cc2nc3cc(C(F)(F)F)ccc3c(=O)[nH]2)CC1
 : 2 | -2 | 4 | -0.9 | -2 | 1 | 0 | -1 | -2 | 94
21	Cc1ccc(OCC(=O)NNC(=O)c2ccco2)c(C)c1
 : 6 | 4 | 0 | -0.3 | 2 | -6 | 6 | -2 | 0 | 101
22	CCSc1nnc(-c2cccnc2)n1-c1ccc(Cl)c(C)c1
 : 1 | 7 | 1 | -1.8 | 4 | -7 | -3 | 0 | -4 | 96
23	CC1CCCCN1CCn1cnc2c([nH]c3ccccc32)c1=O (centres undefined)
 : 0 | 7 | 0 | -0.6 | 7 | -3 | -1 | 31 | x | 98
24	Cc1ccc(NCCC(=O)c2cccc([N+](=O)[O-])c2)cc1
 : 10 | 14 | -1 | -1.0 | 9 | -4 | -4 | -8 | -1 | 96
25	CC(=O)Nc1ccc(/C=C(\C#N)C(=O)NC2CCCCC2C)cc1 (centres undefined)
 : 1 | -2 | 1 | -2.0 | 1 | -15 | 4 | -1 | 9 | 100
26	CCOC(=O)C1=C(C)NC2=C(C(=O)CCC2)C1c1ccc(N(C)C)cc1 (centres undefined)
 : 1 | -2 | 3 | -2.2 | -3 | x | -3 | 3 | -1 | 105
27	CCOC(=O)c1nn(-c2ccc(C)cc2)c(=O)cc1OCC(=O)Nc1ccc(OC)cc1
 : 2 | 7 | 1 | -1.2 | 2 | -5 | 2 | -4 | 7 | 102
28	Cc1oc(-c2cccc(Cl)c2)nc1CN1CCC(C(=O)NC2CC2)CC1
 : -18 | 0 | 1 | -1.4 | -10 | -7 | -3 | 8 | 5 | 98
29	CC(=O)Nc1ccc(C(=O)CSc2nnc(-c3ccc(O)cc3)n2CC2CCCO2)cc1 (centres undefined)
 : 8 | 12 | 2 | -1.0 | -5 | -7 | -11 | 11 | -5 | 98
30	CCCC1(c2ccccc2)NC(=O)N(CC(=O)NCc2ccc(OC)cc2)C1=O (centres undefined)
 : 4 | 7 | 1 | 2.5 | 3 | -19 | 7 | -3 | 0 | 92
31	COC(=O)c1cc(-c2cccs2)[nH]n1
 : 23 | 4 | 0 | -2.3 | -3 | -5 | -3 | -5 | 7 | 99
32	COc1ccc(NC(=O)CN(C)C(=O)/C=C/c2cn(-c3ccccc3)nc2-c2ccc(C)cc2)cc1
 : 36 | 1 | -1 | -3.3 | -2 | -6 | -1 | 8 | -1 | 97

# Grouped by structure, the entries above with four or more nitrogen atoms
# Value order – Granule exo inh | MC4R antagonist | Glyco luc inh | MC4R barr agon | ABHD5 PLIN5 PPI | CaV13 FRET inh | HTR2A ag | Cardio protect | PDI turbidity | ABCB6 inh MLPCN
3	CCN(CC)C(=O)[C@H]1C[C@H](CC(=O)NC/C=C(\C)CCC=C(C)C)C(=O)N2CCc3c([nH]c4cc(-c5ccco5)ccc34)[C@]12C
 : 29 | -1 | -3 | -0.1 | 10 | -6 | -1 | -16 | 21 | 97
8	O=C(CCn1cnc2ccccc2c1=O)Nc1ccc(S(=O)(=O)N2CCCC2)cc1
 : 4 | 1 | 1 | -1.1 | -3 | -5 | 4 | 5 | 11 | 98
9	CC1CCc2nc(N)c(C#N)c(-c3ccncc3)c2C1 (centres undefined)
 : -5 | -4 | 4 | -0.2 | 8 | -8 | 7 | 0 | 2 | 93
11	COc1ccc(C=NNc2ccc([N+](=O)[O-])cn2)cc1
 : 3 | 2 | -8 | -0.3 | -5 | -10 | 0 | -7 | -11 | 101
13	COc1ccc(-c2nn(-c3ccccc3)cc2C(=O)N2CCN(S(=O)(=O)c3ccccc3[N+](=O)[O-])CC2)cc1
 : -4 | 10 | -3 | -2.8 | -4 | -6 | -3 | 1 | -1 | 100
20	NC(=O)C1CCN(Cc2nc3cc(C(F)(F)F)ccc3c(=O)[nH]2)CC1
 : 2 | -2 | 4 | -0.9 | -2 | 1 | 0 | -1 | -2 | 94
22	CCSc1nnc(-c2cccnc2)n1-c1ccc(Cl)c(C)c1
 : 1 | 7 | 1 | -1.8 | 4 | -7 | -3 | 0 | -4 | 96
23	CC1CCCCN1CCn1cnc2c([nH]c3ccccc32)c1=O (centres undefined)
 : 0 | 7 | 0 | -0.6 | 7 | -3 | -1 | 31 | x | 98
29	CC(=O)Nc1ccc(C(=O)CSc2nnc(-c3ccc(O)cc3)n2CC2CCCO2)cc1 (centres undefined)
 : 8 | 12 | 2 | -1.0 | -5 | -7 | -11 | 11 | -5 | 98
32	COc1ccc(NC(=O)CN(C)C(=O)/C=C/c2cn(-c3ccccc3)nc2-c2ccc(C)cc2)cc1
 : 36 | 1 | -1 | -3.3 | -2 | -6 | -1 | 8 | -1 | 97
